Bioassay records (PubChem BioAssay)
GPR7 antag: blocks human GPR7 receptor signaling | 290,000 tested, 1.1% active | GPR7-expressing cells, fluorescence antagonist assay | inhibition, % at 4.4 µM | P48145 | AID 1861; in the data active = inhibition above about 16%, passing the limit was not always enough;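 also: cells stimulated with the agonist NPW; 0% = agonist with vehicle and 100% = vehicle without agonist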
Target sequence (P48145 whole entry, looked up): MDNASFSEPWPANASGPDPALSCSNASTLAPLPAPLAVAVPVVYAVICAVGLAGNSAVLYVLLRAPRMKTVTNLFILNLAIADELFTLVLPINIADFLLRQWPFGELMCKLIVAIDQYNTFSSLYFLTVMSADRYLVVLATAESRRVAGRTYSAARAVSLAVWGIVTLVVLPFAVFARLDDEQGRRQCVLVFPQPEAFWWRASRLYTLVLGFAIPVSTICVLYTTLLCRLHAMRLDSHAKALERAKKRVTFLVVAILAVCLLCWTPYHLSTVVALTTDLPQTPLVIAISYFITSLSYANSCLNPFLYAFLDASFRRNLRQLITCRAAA
MEKK2 WT-MEK5: raises or lowers MEK5 binding to wildtype human MEKK2 PB1 domain; Q9Y2U5; bead flow cytometry, Alexa488-MEK5 binding to MEKK2 WT; actives lie on both sides; binding response (% of control), % at 10 µM; 290,000 tested, 1.1% active; AID 1531; in the data active = binding response below about 67% or above about 130%
OXTR potentiate: human OXTR potentiation. P30559. CHO-OTR cells, Fluo-8 calcium fluorescence, potentiator mode; 0% = oxytocin EC15, 100% = EC100. activation, % at 3 µM. 320,000 tested, 0.061% active. AID 2445;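 active = activation above that plate's cutoff, the mean activation of tested compounds plus 3 SD, cut at about 6.6% in these data, passing the limit was not always enough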;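 also: 100% uses oxytocin at 75 nM as the full agonist control; some results filed as inactive read as strong as hits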
Target sequence (P30559 whole entry, looked up): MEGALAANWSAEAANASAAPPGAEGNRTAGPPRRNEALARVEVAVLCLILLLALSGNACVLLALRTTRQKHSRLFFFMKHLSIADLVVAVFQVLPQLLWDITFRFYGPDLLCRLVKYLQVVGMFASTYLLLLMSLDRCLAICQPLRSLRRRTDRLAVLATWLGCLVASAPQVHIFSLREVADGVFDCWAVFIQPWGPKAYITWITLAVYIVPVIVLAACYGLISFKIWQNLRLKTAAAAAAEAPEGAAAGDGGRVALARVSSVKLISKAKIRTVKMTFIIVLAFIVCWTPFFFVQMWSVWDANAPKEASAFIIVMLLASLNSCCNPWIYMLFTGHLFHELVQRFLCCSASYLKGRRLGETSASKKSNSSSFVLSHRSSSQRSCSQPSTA
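Material: CHO-OTR cells, human receptor; compound dosing: single dose, 3.0 µM nominal final compound concentration; schedule: 6 min compound pre-incubation at room temperature, 100 s kinetic read; measured by: kinetic Fluo-8 calcium fluorescence; read-out basis: % activation vs EC15 and EC100 oxytocin; controls: EC15 oxytocin alone as 0%, 75 nM oxytocin as 100%; replicates: singlicate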
MEKK2mut PB1 HTS: signal of MEK5 binding to mutant human MEKK2 PB1 domain; AID 1530; bead flow cytometry, Alexa488-MEK5 binding to MEKK2 mutant; percent response, % at 10 µM; 290,000 tested, 0.35% active; in the data active = percent response above about 24%, passing the limit was not always enough; also: inactives centre near 1; some results filed as inactive read as strong as hits
NALP1 yeast inh: inhibitors of NALP1 inflammasome in yeast. 280,000 tested, 0.61% active. inhibition, % at 10 µM. S. cerevisiae NALP1/ASC/caspase-1 growth, X-gal OD620, 72 h; in the data active = inhibition mostly above about 24%, no sharp cut-off; inactive = mostly below about 32%; also: some compounds called inactive have numbers as strong as hits
GalR3 antag: blocks the human galanin receptor 3; O60755; HEK293 GalR3-CNG cAMP membrane potential fluorescence; galR3 body fused to GalR1 C-terminus; inhibition, % at 3 µM; 360,000 tested, 0.44% active; AID 651719;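 active = inhibition above the screen-wide average plus 3 SD, cut at about 13% in these data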;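 also: forskolin and galanin both at EC90 stimulate the cells; cAMP rise reported by CNG channel membrane potential dye signal; 0% = forskolin plus galanin with DMSO and 100% = forskolin alone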
V1aR counter: activates human V1a receptor in oxytocin agonist counter-screen; activation, % at 3 µM; CHO-V1R cells, Fluo-8 calcium fluorescence, agonist mode; 0% DMSO, 100% 3 nM vasopressin; 320,000 tested, 0.25% active; P37288;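 active = activation above the mean activation of all tested compounds plus 3 SD, per screening run, cut at about 20% in these data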;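 also: signal is peak over basal fluorescence ratio across a 100 second FLIPR read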
OXTR ag: agonists of human oxytocin receptor. P30559. CHO-OTR cells, Fluo-8 calcium fluorescence; normalized: DMSO 0%, oxytocin 100%. activation, % at 3 µM. 320,000 tested, 0.32% active. AID 2435;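 active = activation above the mean of all tested compounds plus 3 SD, cutoff set per screening run, cut at about 20% in these data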;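 also: peak over basal fluorescence ratio from a 100 s FLIPR kinetic read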
PfM18AAP inh: PfM18AAP enzyme inhibition; 290,000 tested, 1.2% active; recombinant PfM18AAP, H-Glu-NHMec fluorogenic cleavage; inhibition, % at 7.35 µM;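 active = inhibition above the campaign mean inhibition over all tested compounds plus 3 SD, cut at about 28% in these data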;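 also: 0% = plate median of test compound wells and 100% = 2 mM ZnCl2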
An asterisk follows results filed as active; . = not tested or not shown. The order is random; 4.1% or so of the library scored in one or more.

nr	canonical_smiles	NALP1 yeast inh	OXTR ag	MEKK2mut PB1 HTS	GPR7 antag	MEKK2 WT-MEK5	V1aR counter	GalR3 antag	OXTR potentiate	PfM18AAP inh
1	Cc1c(C(=O)NCCN2CCCC(O)C2)oc2c(F)cccc12 (stereo not drawn)	5	0.6	10	-12	110	0.7	-2	0	0
2	Nc1ccc(C(=O)Nc2nc3ccccc3s2)cc1	51	1.8	1	-4	102	2.3	-2	2	3
3	COc1ccc(-c2nc(N3CCN(C)CC3)sc2-c2ccc(OC)cc2)cc1	26	2.3	10	-1	122	0.6	-9	-17	-1
4	COc1ccc(C)cc1NC(=O)c1nnn(Cc2cccc(F)c2)c1N	27	1.1	0	-7	100	0.9	-1	-6	0
5	Cc1cc(C)n(C(=O)c2ccc(C)c(Br)c2)n1	13	-2.0	-2	-3	97	1.5	-12	-1	4
6	C/C(=N\NC(=O)C(C)n1nc(C)c([N+](=O)[O-])c1C)c1ccccc1O (stereo not drawn)	4	0.2	-2	-3	99	0.9	-9	-2	0
7	COc1ccc(CC(=O)c2ccccc2C(=O)O)cc1	14	-1.4	-1	2	101	0.8	-3	-1	-1
8	CC(OC(=O)c1ccco1)C(=O)Nc1ccc(C(F)(F)F)cc1 (stereo not drawn)	.	-1.3	.	.	.	2.3	-2	-6	.
9	CCN(CC)C(=O)c1[nH]cnc1C(=O)Nc1ccc(OC)cc1	.	0.4	-20	.	72	0.4	-3	1	.
10	CCc1cccc(C)c1NC(=O)C1CCCN(S(C)(=O)=O)C1 (stereo not drawn)	8	-0.5	2	-12	106	-0.4	-2	-12	2
11	CCOC(=O)C1=C(C)Nc2ccccc2N=C1NC(=O)c1cccc(S(=O)(=O)NCc2ccccc2)c1	8	0.8	-6	3	94	0.1	-2	-6	1
12	COCc1cc(C)nc(SCC(=O)Nc2ccccc2N2CCOCC2)c1C#N	2	-1.1	5	-14	103	-0.5	1	-2	-7
13	CCCC(=O)OCC(=O)NCc1ccc(Cl)cc1	-23	0.7	1	-10	102	-1.2	-6	8	3
14	Cc1noc(C)c1S(=O)(=O)N(C)C[C@H]1Oc2ccc(NC(=O)NC3CCCCC3)cc2C(=O)N([C@H](C)CO)C[C@@H]1C	.	0.9	.	.	.	-0.4	-4	6	.
15	C/C(CC(=O)Nc1ccc(N(C)C)cc1)=N\NC(=O)c1ccccc1F	16	.	8	-6	107	.	-8	.	4
16	O=C(O)CSc1nc2c(c(C(F)(F)F)n1)CCc1ccccc1-2	-11	-0.6	-3	7	104	-0.4	-5	-7	1
17	Cc1ccccc1NC(=O)c1cccc2nccnc12	4	-1.9	3	-14	100	-1.4	-8	9	2
18	O=C(CN(Cc1cccs1)C(=O)CNS(=O)(=O)c1ccc(Cl)cc1)NCC1CCCO1 (stereo not drawn)	17	-0.3	-7	2	86	-0.8	-2	-5	-1
19	CSc1nsc(SCCN2C(=O)c3ccccc3C2=O)n1	7	-1.7	10	-11	107	-0.7	-3	-13	-4
20	CSc1oc(-c2ccco2)nc1S(=O)(=O)c1ccc(C)cc1	20	-1.0	-1	-7	100	-0.5	-6	-9	2
21	COc1cc(OC)cc(C(=O)N[C@H](C(=O)Nc2cccc(S(=O)(=O)N3CCCC3)c2)C(C)C)c1	.	-2.4	-31	11	76	-0.9	-2	-21	-4
22	CC1CCCN(C(=O)c2cccc(S(=O)(=O)Nc3cc(C(F)(F)F)ccc3Cl)c2)C1 (stereo not drawn)	30	2.7	15	-2	105	3.2	0	0	0
23	O=C(C1=C(O)C(=O)N(CCN2CCOCC2)C1c1cccc(Br)c1)c1cc2ccccc2o1 (stereo not drawn)	12	-0.1	-4	-8	99	0.3	-10	-4	4
24	CCNc1ccccc1C(=O)O	-1	0.9	3	-17	98	0.3	-7	-6	3
25	COc1ccc(S(=O)(=O)N(CC(=O)NCC2CCCO2)c2ccc(Cl)cc2)cc1 (stereo not drawn)	-11	0.6	3	-7	97	1.0	-9	-15	1
26	Cc1n[nH]c(=O)n1-c1ccc(C(C)(C)C)cc1	14	0.8	-5	-7	94	1.8	-5	-21	-2
27	O=C(O)CC(C(=O)Nc1ccc(Cl)cc1)N1CCCCCC1 (stereo not drawn)	5	0.9	10	-10	110	0.6	-9	-7	1
28	CC(/C=N/NC(=O)c1cccnc1)=C\c1ccco1	2	0.0	-1	-3	101	0.5	-6	-8	5
29	Cc1ccc(-c2[nH]c3ccccc3c2C(C[N+](=O)[O-])c2ccco2)cc1 (stereo not drawn)	41	-1.2	-1	17	103	0.3	-8	-5	24
30	O=C(NC(=S)Nc1ccc(Oc2ccc(Cl)cc2)cc1)c1ccccc1	10	1.7	-5	15	91	1.9	-6	-5	4

Part of the list above, reformatted:
Sequence of screens – NALP1 yeast inh, OXTR ag, MEKK2mut PB1 HTS, GPR7 antag, MEKK2 WT-MEK5, V1aR counter, GalR3 antag, OXTR potentiate, PfM18AAP inh
19) CSc1nsc(SCCN2C(=O)c3ccccc3C2=O)n1
    7, -1.7, 10, -11, 107, -0.7, -3, -13, -4
20) CSc1oc(-c2ccco2)nc1S(=O)(=O)c1ccc(C)cc1
    20, -1.0, -1, -7, 100, -0.5, -6, -9, 2
21) COc1cc(OC)cc(C(=O)N[C@H](C(=O)Nc2cccc(S(=O)(=O)N3CCCC3)c2)C(C)C)c1
    ., -2.4, -31, 11, 76, -0.9, -2, -21, -4
22) CC1CCCN(C(=O)c2cccc(S(=O)(=O)Nc3cc(C(F)(F)F)ccc3Cl)c2)C1 (stereo not drawn)
    30, 2.7, 15, -2, 105, 3.2, 0, 0, 0

Following part:
nr	canonical_smiles	NALP1 yeast inh	OXTR ag	MEKK2mut PB1 HTS	GPR7 antag	MEKK2 WT-MEK5	V1aR counter	GalR3 antag	OXTR potentiate	PfM18AAP inh
31	CCN(CC)C(=O)Cn1cc(C(=O)C(=O)N(CC)C2CCCCC2)c2ccccc21	6	0.9	7	-9	104	0.0	-3	-1	-9
32	COc1ccc(C(=O)N=c2nc3ccccn3s2)cc1	5	1.4	3	-5	102	2.4	2	-5	4
33	COCCNC(=O)c1ccc2c(c1)C(=O)c1ccccc1-2	-6	0.5	8	9	107	0.8	-15	-11	2
34	NS(=O)(=O)c1ccc(CNC(=O)c2ccccc2SCC(=O)N2CCCC2)cc1	.	0.6	.	.	.	0.1	-4	-1	.
35	COC(C[C@@H]1O[C@H]1C(=O)[C@@H](C)OCc1ccccc1)OC	.	0.5	-1	.	100	0.4	8	-2	.
36	COC(=O)c1cc(OC)c(OC)cc1NCC(=O)Nc1ccc(C)cc1	25	-1.3	31	-3	122	-0.6	3	-11	2
37	CCN(CC(=O)NC1CCS(=O)(=O)C1)S(=O)(=O)c1ccccc1Cl (stereo not drawn)	16	-0.7	3	10	105	-0.2	-1	-7	0
38	O=C(Nc1cccc2ccccc12)c1cccc(F)c1	18	.	-4	-2	100	.	-2	.	-1
39	COc1ccc(-n2c(C)n[nH]c2=O)cc1	-7	0.4	-3	-6	95	1.0	-3	-6	-3
40	CCOC(=O)Cc1nn(CCc2ccccn2)c(=O)c2ccccc12	24	-0.7	5	-11	100	0.5	7	-2	0
41	CCN1CCN(Cc2ccc(NC(=O)Nc3ccccc3Cl)cc2)CC1	24	1.6	8	15	129	1.9	0	-4	-2
42	CC1CC(NC(=O)/C(C#N)=C/c2ccc[nH]2)CC(C)(C)C1 (stereo not drawn)	-8	-4.0	8	-10	101	-0.1	1	-5	-6
43	Cc1[nH][nH]c(=O)c1C(c1ccc(-c2cccc(Cl)c2)o1)c1c(C)[nH][nH]c1=O	.	0.1	-2	-1	90	-0.5	.	5	6
44	COC(=O)c1ccc(COc2ccc(C(C)(C)C)cc2)o1	19	-0.8	16	-9	112	-0.9	-10	-12	0
45	C=CCC[C@H](Cc1ccc(F)cc1)C(=O)OC[C@@H](C)NC(=O)[C@@H](CC=C)CC(=O)N[C@H](CO)Cc1ccccc1	.	-1.1	.	.	.	2.8	-6	-8	.
46	COc1ccc(/C=C/C2=NN(C)C(=O)CC2)cc1	-12	-0.5	-14	-15	85	0.2	.	-11	-7
47	COC(=O)C1C2C=CC3(CN(Cc4ccco4)C(=O)C13)O2 (stereo not drawn)	21	-0.1	1	-8	96	0.4	-9	-1	-5
48	CC(C1CC1)N(Cc1ccccc1)C(=S)Nc1ccccc1Cl (stereo not drawn)	19	-1.8	-4	-10	104	-0.8	-8	-17	2
49	CCC1(c2ccc(F)cc2)NC(=O)N(CC(=O)c2ccc[nH]2)C1=O (stereo not drawn)	3	0.5	2	22	104	2.2	3	-11	-1
50	Cc1ccc(C(=O)Nc2ccc(S(=O)(=O)N3CCc4ccccc43)cc2)o1	23	2.5	1	-4	104	2.1	-7	-9	1
51	COC(=O)[C@]1(C)N[C@H](CN(C)C(=O)Nc2ccccc2)[C@@H]2C(=O)N(C)C(=O)[C@@H]21	.	1.0	.	.	.	1.9	-5	0	.
52	CC1CCCC(C)N1CCNC(=O)CCn1nc(-c2ccccc2)ccc1=O (stereo not drawn)	10	0.8	.	-9	.	0.8	-6	4	-2
53	COc1ccc(NC2c3ccccc3C(=O)N2c2ccccn2)cc1Cl (stereo not drawn)	18	-1.9	6	-6	98	-1.8	.	-2	4
54	Cc1nc(=O)c(-c2ccccc2)c(C)n1CCO	14	0.9	1	0	100	-0.4	-3	-6	-14
55	O=C(c1ccco1)N1CCN(C(=O)c2ccc(-c3ccc(Cl)cc3)o2)CC1	.	0.0	.	.	.	2.1	-5	-4	.
56	O=C(Nc1ccc(C(=O)N2CCCCC2)cc1)c1cccc([N+](=O)[O-])c1	11	0.7	-2	6	100	-0.6	0	-3	3
57	CCC(=O)Nc1ccc(NC(=S)NC(=O)/C=C/c2ccccc2)cc1	19	-1.1	-2	5	99	2.5	-10	-1	-6
58	O=C1C2C(c3ccccc3)C=CC(c3ccccc3)C2C(=O)N1CCCO (stereo not drawn)	21	-0.8	10	10	105	0.4	-1	-12	3
